Bioassay records: PubChem BioAssay, National Center for Advancing Translational Sciences (NCATS)
FUS suppressor: FUS proteinopathy suppression in yeast. AID 1347120. S. cerevisiae FUS-expressing, growth rescue, OD600, 24 h. Potency, µM (highest dose often 76.6 µM), inactives show at the top dose growth rescue (activation), hits mostly activators. actives 0.24% (n = 390,000);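 further: potency means the concentration at half of the fitted maximal effect; plate controls were DMSO vehicle for no effect and reference control for full effect; nearly all actives have a fitted effect of over 55% in size; some results filed as inactive show a strong effect at the top dose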
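Toxicity suppression screen in FUS-yeast. Cells induced with 2% galactose, starting OD 0.005, treated 24hr at 30C with compounds at multiple final concentrations; growth by OD600.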
PTHR1 agonist: agonists of human PTHR1 parathyroid hormone receptor. HEK293 GP2 PTHR1 cells, GloSensor cAMP luminescence, 1 h. Potency, µM (top dose mostly 115 µM), inactives show at the top dose activation, most hits filed as activators. actives 0.075% (n = 410,000). AID 743266; further: potency means the concentration at half of the fitted maximal effect; nearly all actives have a fitted effect of over 55% in size; some results filed as inactive show a strong effect at the top dose; inactives centre near -15; many of its hits are not listed in these tables
Target sequence (Q03431 whole entry, looked up): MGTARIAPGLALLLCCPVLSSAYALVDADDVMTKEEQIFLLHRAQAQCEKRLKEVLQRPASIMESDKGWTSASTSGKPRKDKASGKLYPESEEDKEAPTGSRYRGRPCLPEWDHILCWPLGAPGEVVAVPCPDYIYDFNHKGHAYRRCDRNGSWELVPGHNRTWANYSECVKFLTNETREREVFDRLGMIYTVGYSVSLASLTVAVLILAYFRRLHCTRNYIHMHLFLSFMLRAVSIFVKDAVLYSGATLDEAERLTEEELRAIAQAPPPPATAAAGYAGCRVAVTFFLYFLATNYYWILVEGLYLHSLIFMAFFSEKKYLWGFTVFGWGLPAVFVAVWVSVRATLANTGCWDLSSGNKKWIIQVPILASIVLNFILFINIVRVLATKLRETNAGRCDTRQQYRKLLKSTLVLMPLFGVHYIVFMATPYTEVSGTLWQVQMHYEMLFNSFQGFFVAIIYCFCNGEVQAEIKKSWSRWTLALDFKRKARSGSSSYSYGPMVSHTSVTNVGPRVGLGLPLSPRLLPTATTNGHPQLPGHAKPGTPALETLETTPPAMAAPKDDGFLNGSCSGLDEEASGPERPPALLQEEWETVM
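HEK-293-derived GP2 cells expressing PTHR1 and a GloSensor cAMP reporter, 3,000/well, plated overnight, given luciferin plus IBMX (each 0.5 mM as added) for 1 h at 37 °C, then compound for 1 h at 37 °C. Luminescence was read after 15 min at room temperature.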
aSyn yeast inh: inhibitors of alpha-synuclein toxicity in yeast; AID 652106; Yeast expressing alpha-synuclein, growth rescue, BacTiter-Glo, 24 h; actives 0.14% (n = 370,000); Potency, µM (series often up to 46.1 µM), for the others: at the top dose growth rescue (activation), actives largely listed as activators; further: potency means the concentration at half of the fitted maximal effect; % of control where 0% means no effect; nearly all actives have a fitted effect of over 65% in size
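Screening used galactose-induced yeast with toxic alpha-synuclein levels, exposed to compound for 24 hr at 30 deg C. Cell growth, read with BacTiter-Glo luminescence, gave the measured signal.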
GLP1R cytotox: cytotoxicity in counter-screen for GLP-1R inverse agonists | HEK293 cAMP-luciferase reporter cells, luminescence, 24 h | actives 0.13% (n = 410,000) | Potency, µM (top dose mostly 38.3 µM), without a hit: at the highest dose activity change, negative = inhibition, hits mostly inhibitors;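 further: loss of luciferase light is scored as toxicity; potency means the concentration at half of the fitted maximal effect; on the % scale 0 is the no-effect control and ±100 the full control effect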
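1536-well qHTS counterscreen of the MLSMR; 200 cells/uL, 12 h pre-incubation, 23 nL cpd, 24 h at 37 deg C 5% CO2, luciferase detection reagent, 12 min RT, luminescence. Inhibition = undesired.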
Abeta rescue: A-beta toxicity reversal in yeast | Potency, µM (series often up to 46.1 µM), inactives show at the top dose growth rescue, actives largely listed as activators | AID 1347071 | yeast expressing A-beta42, growth rescue, OD600, 48 h; response scale: 0% DMSO, 100% iron-clioquinol control | actives 0.063% (n = 410,000); further: potency means the concentration at half of the fitted maximal effect; nearly all actives have a fitted effect of over 55% in size
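Yeast growth medium received pinned compounds, then yeast cells expressing toxic A-beta were added; plates incubated at 30 C for 48 hr. Growth read as absorbance at 600 nm, normalized to DMSO and equimolar FeCl3 plus clioquinol controls.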
GLP-1R inv ag: acts as inverse agonist at human GLP-1 receptor | P43220 | HEK293 GLP-1R CRE-luciferase, luminescence, 24 h; GLP-1R form is constitutively active | Potency, µM (series often up to 38.3 µM), inactives show at the top dose activity change, negative = inhibition, most hits filed as inhibitors | actives 1.6% (n = 410,000); further: potency means the concentration at half of the fitted maximal effect; on the % scale 0 is the no-effect control and ±100 the full control effect; nearly all actives have a fitted effect of over 55% in size
Target sequence (P43220 whole entry, looked up): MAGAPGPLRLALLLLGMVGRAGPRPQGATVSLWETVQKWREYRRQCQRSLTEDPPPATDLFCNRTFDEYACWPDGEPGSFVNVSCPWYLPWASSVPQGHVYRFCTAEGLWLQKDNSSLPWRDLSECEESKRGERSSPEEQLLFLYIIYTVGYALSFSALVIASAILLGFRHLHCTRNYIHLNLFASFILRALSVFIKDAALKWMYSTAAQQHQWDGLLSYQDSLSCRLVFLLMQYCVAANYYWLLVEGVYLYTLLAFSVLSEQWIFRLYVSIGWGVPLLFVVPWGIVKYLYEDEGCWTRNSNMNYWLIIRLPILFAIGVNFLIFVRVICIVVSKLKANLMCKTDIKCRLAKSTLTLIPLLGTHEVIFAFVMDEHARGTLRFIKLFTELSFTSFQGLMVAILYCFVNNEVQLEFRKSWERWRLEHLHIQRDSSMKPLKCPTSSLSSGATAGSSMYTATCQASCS
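Constitutively active GLP-1R drives a cAMP-responsive luciferase in stably transfected HEK293 cells; test compounds are added after overnight (12 h) attachment and left 24 hr, and signal loss in luminescence marks inhibition.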
Akt phos inh: Akt phosphorylation inhibition. AID 651550. actives 0.32% (n = 360,000). activity change, % for hits at 50 µM. Neuro2A IGF-stimulated pAkt S473 HTRF, 20 min; active compounds read low; in the data active means activity change below about -80%; inconclusive means mostly about -51% to -80%; further: on the % scale 0 is the no-effect control and ±100 the full control effect
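Neuro2A cells in DMEM with 0.5% FBS, overnight at 37 deg C, given compound at single 50 µM final, then IGF (6 nM final) for 20 min at 37 deg C. Lysed; phospho-Akt Ser473 by HTRF after 24 h, 665/615 ratio.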
TDP-43 yeast inh: rescues yeast growth from TDP-43 toxicity | TDP-43 expressing yeast growth rescue, BacTiter-Glo, 24 h | Potency, µM (series often up to 46.1 µM), inactives show top-dose growth rescue (activation), hits mostly activators | actives 1.8% (n = 410,000) | AID 652104; further: potency means the concentration at half of the fitted maximal effect; % of control where 0% means no effect; nearly all actives have a fitted effect of over 50% in size
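Yeast cells expressing TDP-43 under galactose induction are exposed to compounds for 24 hr at 30 deg C. BacTiter-Glo luminescence measures growth, so protective compounds score as activators.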
MmCpn inh: blocks the Methanococcus maripaludis chaperonin Mm-Cpn; purified Mm-Cpn ATPase, ADP Transcreener TR-FRET; Potency, µM (doses to about 76.9 µM), for the others: top-dose activity, negative = inhibition, hits mostly inhibitors; actives 0.031% (n = 330,000); further: potency means the concentration at half of the fitted maximal effect; on the % scale 0 is the no-effect control and ±100 the full control effect; nearly all actives have a fitted effect of over 80% in size
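Measured: ADP formation by purified Mm-CPN. Conditions: 25 nM protein, 10 uM ATP, Tris pH 7.4 with Mg2+, K+ and DTT, 37°C for 30 min. Detection: Transcreener HTRF after 30 min at room temperature.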
An asterisk follows results filed as active; i = inactive; u = inconclusive; x = no result given; [ ] = remark or other dose. Unless noted, the call rests on the fitted dose curve; in most records, active means well fitted curve in the direction sought with a large enough effect; inconclusive means small, poorly fitted or top-dose-only effect, or another doubt; inactive means no such curve, though single readings can be large; an effect the other way counts as inactive or inconclusive.

Below each SMILES – FUS suppressor	PTHR1 agonist	aSyn yeast inh	GLP1R cytotox	Abeta rescue	GLP-1R inv ag	Akt phos inh	TDP-43 yeast inh	MmCpn inh
(1) CCOC(=O)Cc1csc(NC(=O)Cc2ccccc2[N+](=O)[O-])n1
→ 25%	-13%	-9%	-6%	-3%	u	i	-5%	0%
(2) Cn1nc(N)c2c(-c3ccc(Cl)cc3)c(C#N)c(N)nc21
→ 2%	i	11%	-17%	-15%	65%[activator]	i	14%	-1%
(3) CC(C)n1cc(CN2CCCC(C(=O)Nc3cccc(-c4cc5ccccc5[nH]4)c3)C2)cn1 (configuration not stated)
→ 29%	1%	-12%	23%	-1%	u	i	-21%	0%
(4) O=C(O)c1ccc(Cl)c(S(=O)(=O)N2CCC(Cc3ccccc3)CC2)c1
→ 16%	i	0%	-6%	-12%	32%[activator]	i	u	0%
(5) Clc1nc(-c2ccccc2)cc(-c2ccccc2)n1
→ x	-93%[inhibitor]	7%	0%	-18%	u	i	u	-1%
(6) CCOC(=O)[C@H]1[C@H]2COc3ccc(Cl)cc3[C@@H]2N2C(=O)CN(Cc3ccc(C)cc3)C(=O)[C@@]12C
→ u	-2%	u	-42%	u	-63%	i	u	0%
(7) COc1ccccc1C(=O)N1CCN(C(=O)c2ccncc2)CC1
→ 17%	i	1%	-4%	-11%	17%	i	-25%	1%
(8) CSC1=NC2(CCN(C(=O)NC3CCCCC3)CC2)N=C1c1ccc(C)c(C)c1
→ 14%	-14%	x	3%	-4%	0%	x	14%	x
(9) CC1CCN(C(=O)c2ccc(NC(=O)c3nsc4ccccc34)cc2)CC1
→ u	-37%[inhibitor]	x	-7%	-29%	-30%	x	u	x
(10) O=C(COC(=O)Cc1ccccc1F)NNC(=O)c1ccc(Cl)cc1
→ -9%	-11%	9%	18%	u	-4%	i	-3%	0%
(11) CC(C)OCCCNC(=O)C1CCN(S(=O)(=O)N2CCCC2)CC1
→ 1%	i	-1%	-3%	-7%	7%	i	-2%	1%
(12) Cc1ccc(NC2=NCC(=O)N2Cc2ccc3c(c2)OCO3)cc1
→ 11%	-21%	0%	-5%	2%	-7%	i	22%	-1%
(13) Fc1ccccc1Nc1c2c(nc3ccccc13)CCC2
→ -23%	-26%	x	-13%	1%	u	x	15%	x
(14) Cc1cccc(N(CC(=O)NC(C)(C)C)C(=O)CS(=O)CC(=O)Nc2ccc(F)cc2)c1 (configuration not stated)
→ 37%	-7%	5%	-3%	7%	8%	i	-2%[0.397 µM]	0%
(15) COC(=O)[C@]12CCCCC=C1N(CCc1ccc(OC)c(OC)c1)C(=O)[C@H](CC(=O)NCc1ccccc1)C2
→ u	-5%	1%	4%	4%	-4%	i	0%	x
(16) N#CCC(=O)N/N=C/c1cccc(Oc2ccccc2)c1
→ 16%	-6%	9%	-3%	2%	-14%	i	5%	-1%
(17) CCCNc1nc(C)cc(-c2cc(-c3ccc(Cl)cc3)on2)n1
→ -18%	-12%	0%	-24%	-10%	2%	i	-1%	0%
(18) Oc1c(C(c2ccc(Cl)cc2)N2CCCC2)cc(Cl)c2cccnc12 (configuration not stated)
→ 41%	-17%	u	u	-80%[inhibitor]	5.6µM*	i	-23%	1%
(19) Oc1ccc2oc3c(c2c1/C=N/n1cnnc1)CCCC3
→ 20%	-3%[57.5 µM]	5%	-19%	26%	7%	i	-12%	-1%
(20) O=C(CSc1ccc(-c2nc3ccccc3[nH]2)cn1)Nc1ccc2c(c1)OCCO2
→ -10%	i	-3%	-25%	4%	20%	i	-1%	-17%
(21) CC#Cc1cc2c(cc1O)CCC1C2CCC2(C)C(O)CCC12 (configuration not stated)
→ x	i	15%	-26%	6%	-18%	i	u	x
(22) C=CCSc1nc(O)c(CC)c(=O)n1C(C)CC (configuration not stated)
→ 18%	-5%	0%	-21%	-9%	0%	i	-5%	-3%
(23) CN1C(=O)N(C)C2C1N(C)S(=O)(=O)N2C (configuration not stated)
→ -14%	-14%[57.5 µM]	3%	-1%	12%	10%	i	4%	-2%
(24) COC(=O)c1scc2c(=O)cc(C(F)(F)F)[nH]c12
→ -19%	-4%	x	x	0%	x	x	x	-4%
(25) O=C(COc1ccccc1F)Nc1nnc(C2CCCC2)s1
→ -11%	-4%	1%	u	3%	-4%	i	10%	-4%
(26) CCC(C)c1ccc(S(=O)(=O)N2CCN(CC(O)COCC3CCCO3)CC2)cc1 (configuration not stated)
→ 9%	-9%	-6%	-3%	7%	-21%	i	22%	-1%
(27) COc1ccc(OC)c(NC(=O)c2cc(S(=O)(=O)N(C)C)ccc2N2CCCC2)c1
→ 14%	-7%	6%	-18%	17%	39%[activator]	i	7%	-3%
(28) Cc1ccc2nc(/C(C#N)=C\c3ccc(Oc4ccc([N+](=O)[O-])cn4)cc3)[nH]c2c1
→ 16%	-11%	-1%	75%[activator]	5%	u	i	10%	1%
(29) CCCCOC(=O)n1c(=S)oc2cc(Cl)ccc21
→ 14%	-17%[57.5 µM]	-59%[inhibitor]	u	-53%[inhibitor]	-15%	i	-12%	-1%
(30) COc1ccc(-c2csc3ncnc(N4CCN(S(=O)(=O)c5ccccc5C#N)CC4)c23)cc1
→ x	i	-2%	-4%	-5%	2%	i	12%	-1%

Some of these compounds in order of length of the SMILES, lowest first.
Below each SMILES – FUS suppressor	PTHR1 agonist	aSyn yeast inh	GLP1R cytotox	Abeta rescue	GLP-1R inv ag	Akt phos inh	TDP-43 yeast inh	MmCpn inh
(22) C=CCSc1nc(O)c(CC)c(=O)n1C(C)CC (configuration not stated)
→ 18%	-5%	0%	-21%	-9%	0%	i	-5%	-3%
(29) CCCCOC(=O)n1c(=S)oc2cc(Cl)ccc21
→ 14%	-17%[57.5 µM]	-59%[inhibitor]	u	-53%[inhibitor]	-15%	i	-12%	-1%
(23) CN1C(=O)N(C)C2C1N(C)S(=O)(=O)N2C (configuration not stated)
→ -14%	-14%[57.5 µM]	3%	-1%	12%	10%	i	4%	-2%
(25) O=C(COc1ccccc1F)Nc1nnc(C2CCCC2)s1
→ -11%	-4%	1%	u	3%	-4%	i	10%	-4%
(16) N#CCC(=O)N/N=C/c1cccc(Oc2ccccc2)c1
→ 16%	-6%	9%	-3%	2%	-14%	i	5%	-1%
(24) COC(=O)c1scc2c(=O)cc(C(F)(F)F)[nH]c12
→ -19%	-4%	x	x	0%	x	x	x	-4%
(17) CCCNc1nc(C)cc(-c2cc(-c3ccc(Cl)cc3)on2)n1
→ -18%	-12%	0%	-24%	-10%	2%	i	-1%	0%
(26) CCC(C)c1ccc(S(=O)(=O)N2CCN(CC(O)COCC3CCCO3)CC2)cc1 (configuration not stated)
→ 9%	-9%	-6%	-3%	7%	-21%	i	22%	-1%
(20) O=C(CSc1ccc(-c2nc3ccccc3[nH]2)cn1)Nc1ccc2c(c1)OCCO2
→ -10%	i	-3%	-25%	4%	20%	i	-1%	-17%
(27) COc1ccc(OC)c(NC(=O)c2cc(S(=O)(=O)N(C)C)ccc2N2CCCC2)c1
→ 14%	-7%	6%	-18%	17%	39%[activator]	i	7%	-3%
(30) COc1ccc(-c2csc3ncnc(N4CCN(S(=O)(=O)c5ccccc5C#N)CC4)c23)cc1
→ x	i	-2%	-4%	-5%	2%	i	12%	-1%
(28) Cc1ccc2nc(/C(C#N)=C\c3ccc(Oc4ccc([N+](=O)[O-])cn4)cc3)[nH]c2c1
→ 16%	-11%	-1%	75%[activator]	5%	u	i	10%	1%
(15) COC(=O)[C@]12CCCCC=C1N(CCc1ccc(OC)c(OC)c1)C(=O)[C@H](CC(=O)NCc1ccccc1)C2
→ u	-5%	1%	4%	4%	-4%	i	0%	x

Remaining list, next part
Below each SMILES – FUS suppressor	PTHR1 agonist	aSyn yeast inh	GLP1R cytotox	Abeta rescue	GLP-1R inv ag	Akt phos inh	TDP-43 yeast inh	MmCpn inh
(31) FC(F)(F)c1cc(Oc2ccccc2)nc(-c2ccccn2)n1
→ 23%	i	1%	2%	10%	-4%	i	-5%	0%
(32) CCCn1nc(NS(=O)(=O)c2ccccc2)c2cc3ccccc3nc21
→ 28%	i	1%	1%	-14%	4%	i	12%	1%
(33) CC(=O)c1ccc(NC(=O)CCc2ccc(C)o2)cc1
→ 31%	i	-1%	-4%	-4%	14%	i	13%	0%
(34) NC(=O)NOCc1c(F)cccc1Cl
→ -13%	i	2%	-7%	15%	4%	i	-9%	-3%
(35) COc1cc(C)c(CN2CCN(C(C)C(=O)NC(C)c3ccccc3)CC2)cc1OC (configuration not stated)
→ 7%	i	-3%	10%	-2%	0%	i	-6%	u
(36) COc1ccc(-c2sc3cc4c(cc3c2C#CC2(O)CCCCC2)OCO4)cc1
→ 34%	5%	1%	-26%	-7%	-29%	i	17%	-17%
(37) CCN(CC)C(=O)C(=O)c1cn(CC(=O)NCc2ccc3c(c2)OCO3)c2ccccc12
→ 27%	i	1%	-12%	-2%	-7%	i	-6%	-1%
(38) O=C(N/N=C/c1ccsc1)c1ccc2ccccc2n1
→ 11%	i	-10%	3%	-3%	14%	i	-2%[9.22 µM]	0%
(39) CC(=O)c1cnc2c(-c3ccccc3)c(C(F)(F)F)nn2c1C
→ -7%	-35%[inhibitor]	10%	1%	-49%[inhibitor]	u	i	u	-5%
(40) COc1ccccc1NC(=O)C1CCN(S(=O)(=O)c2cccc3nonc23)CC1
→ -5%	-5%	-5%	-1%	-13%	-3%	i	-2%	3%

These rows are one share of the data. The share of hits here may be higher or lower than overall.
